Source: PubChem BioAssay
M1 antag: antagonists of human M1 muscarinic receptor. 1.3% of 360,000 active. inhibition, % at 3 µM. P11229. CHO-K1 hM1, Fluo-8 calcium fluorescence, ACh EC80 antagonist. AID 588852;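 active means percent inhibition above its own plate's cutoff, namely the mean of that plate's compound wells plus 3 SD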;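 further: peak over basal fluorescence ratio during 140 s after agonist addition; 0% = ACh EC80 plus DMSO and 100% = DMSO alone without agonist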
Target sequence (P11229 whole entry, looked up): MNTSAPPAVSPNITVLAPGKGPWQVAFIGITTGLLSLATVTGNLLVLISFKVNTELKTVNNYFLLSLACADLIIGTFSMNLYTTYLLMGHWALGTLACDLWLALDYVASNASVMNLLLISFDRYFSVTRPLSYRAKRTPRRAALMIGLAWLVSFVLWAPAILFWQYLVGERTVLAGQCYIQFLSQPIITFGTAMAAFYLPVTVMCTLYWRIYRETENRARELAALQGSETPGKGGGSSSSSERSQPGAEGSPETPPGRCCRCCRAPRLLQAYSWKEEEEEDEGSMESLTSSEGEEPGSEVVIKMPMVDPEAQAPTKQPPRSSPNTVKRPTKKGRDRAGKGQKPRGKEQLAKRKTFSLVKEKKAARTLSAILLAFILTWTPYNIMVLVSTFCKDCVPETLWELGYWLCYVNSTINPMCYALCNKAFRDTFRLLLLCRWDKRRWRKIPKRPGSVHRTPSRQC
CHRM4 agonist: CHRM4 agonism in calcium assay | activation, % at 3 µM | 0.14% of 360,000 active | CHO-K1 hM4/Gqi5, Fluo-8 calcium fluorescence; vehicle 0%, full acetylcholine response 100% | P08173;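 active means activation above the run mean over all test wells plus 3 SD, cut at about 32% in these data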;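 further: peak over basal fluorescence ratio per well then scaled between controls; 0% = DMSO wells and 100% = acetylcholine at EC100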
Target sequence (P08173 whole entry, looked up): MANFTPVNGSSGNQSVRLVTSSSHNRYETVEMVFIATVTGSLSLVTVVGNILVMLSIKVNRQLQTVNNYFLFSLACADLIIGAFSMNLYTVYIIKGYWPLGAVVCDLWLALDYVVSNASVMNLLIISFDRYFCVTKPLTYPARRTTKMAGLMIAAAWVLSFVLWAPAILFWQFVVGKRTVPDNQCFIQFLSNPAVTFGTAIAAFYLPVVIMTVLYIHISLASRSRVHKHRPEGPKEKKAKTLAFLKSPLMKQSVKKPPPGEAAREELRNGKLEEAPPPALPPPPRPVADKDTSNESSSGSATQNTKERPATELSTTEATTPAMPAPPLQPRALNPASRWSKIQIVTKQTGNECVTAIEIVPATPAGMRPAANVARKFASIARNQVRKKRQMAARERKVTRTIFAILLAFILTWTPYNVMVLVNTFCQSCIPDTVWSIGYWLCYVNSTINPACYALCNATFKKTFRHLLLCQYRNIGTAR
OXTR potentiator: potentiators of human oxytocin receptor. P30559. CHO-OTR cells, Fluo-8 calcium fluorescence, potentiator mode; 0% = oxytocin EC15, 100% = EC100. activation, % at 3 µM. 0.061% of 320,000 active. AID 2445;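 active means activation above that plate's cutoff, the mean activation of tested compounds plus 3 SD, cut at about 6.6% in these data, passing the limit was not always enough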;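 further: 100% uses oxytocin at 75 nM as the full agonist control; some results filed as inactive read as strong as hits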
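Replication – single well per compound, singlicate · Assay system – CHO cell line stably expressing human OTR · Timing – 6 min pre-incubation, 100 s read · Measure – normalized max/min fluorescence ratio, % activation · Doses – 3.0 µM, one dose · Detection – Fluo-8 calcium dye fluorescence · Probe or stimulus – oxytocin near EC15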
CHO parental Ca: counter-screen for OX1R antagonists: effect in parental CHO cells. parental CHO-K1, ATP-induced calcium, Fluo-8 fluorescence. inhibition, % at 5.6 µM. AID 463079. 0.63% of 330,000 active;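 active means inhibition above that plate's mean sample inhibition plus 3 SD, cut at about 26% in these data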;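 further: 0% = ATP-challenged DMSO wells and 100% = DMSO wells without ATP; some compounds past the cut are filed as inactive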
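Material: Parental CHO cells | Reagent: ATP | Compound dosing: Single nominal dose of 5.6 µM per compound | Detection: Intracellular calcium via Fluo-8 no-wash fluorescent dye | Read-out: % inhibition of ATP-induced calcium mobilization | Benchmarks: Low control ATP plus DMSO, high control DMSO only | Replicates: Singlicate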
CHO-K1 Ca ag: counter-screen for M1 agonists: effect in parental CHO-K1 cells. AID 602248. Fluo-8 calcium fluorescence; scaled to maximal ATP response, vehicle zero. 0.48% of 360,000 active. activation, % at 3 µM; in the data active means activation above about 15%;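 further: untransfected CHO-K1 host cells lacking M1 receptor as counterscreen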
CHO-K1 Ca antag: nonselective inhibitor or artifact in parental CHO-K1 cells; 0.6% of 360,000 active; ATP-induced calcium, Fluo-8 fluorescence; inhibition, % at 3 µM;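 active means inhibition above a per-plate cutoff, the plate's mean sample inhibition plus 3 SD, cut at about 24% in these data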;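 further: 0% = DMSO plus EC80 ATP and 100% = DMSO alone without ATP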
M1 PAM: human CHRM1 positive allosteric modulation; P11229; CHO-K1 hM1, Fluo-8 calcium fluorescence, ACh EC20; 0% = ACh EC20, 100% = maximal ACh; activation, % at 3 µM; 0.088% of 360,000 active; AID 588819; in the data active means activation above about 19%, passing the limit was not always enough
CHRM1 agonist: activates human CHRM1 receptor. P11229. CHO-K1 hM1, Fluo-8 calcium fluorescence, agonist mode; 0% DMSO, 100% acetylcholine EC100. activation, % at 3 µM. 0.33% of 360,000 active. AID 588814;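 active means activation above the run's mean compound activation plus 3 SD, cut at about 16% in these data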;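 further: peak over basal fluorescence ratio within a 140 s kinetic read after compound addition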
CHRM4 antagonist: antagonists of human muscarinic M4 receptor (CHRM4) | inhibition, % at 3 µM | AID 624125 | 0.73% of 360,000 active | CHO-hM4 cells, ACh EC80, Fluo-8 calcium fluorescence | P08173;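 active means inhibition above its plate's cutoff, the mean inhibition of sample wells plus 3 SD, cut at about 27% in these data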;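 further: 0% = acetylcholine EC80 with DMSO and 100% = DMSO without agonist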
* marks the source's active call; other numbers are inactive results; x = no result given.

SMILES	M1 antag	CHRM4 agonist	OXTR potentiator	CHO parental Ca	CHO-K1 Ca ag	CHO-K1 Ca antag	M1 PAM	CHRM1 agonist	CHRM4 antagonist
COCC(C)NC(=S)N1CCN(c2ccccc2Cl)CC1 (stereo not drawn)	-5	1	-8	0	2.2	-6	7	-2	-1
Cc1cc(NC(=O)CN2C(=O)c3ccccc3S2(=O)=O)no1	-10	0	-9	0	0.1	7	11	0	8
CCOc1ccc(NC(=O)CCN2CCCCC2)cc1	-8	1	6	-9	0.2	-7	10	-6	12
CC1(C(=O)NS(=O)(=O)c2ccccc2Cl)CCN1C(=O)C1CC1 (stereo not drawn)	-4	1	x	x	-0.2	-4	10	3	-7
CCOc1ccccc1N(C)C(=O)CCS(=O)(=O)c1ccc2c(c1)NC(=O)C(C)S2 (stereo not drawn)	-1	7	-5	-23	3.8	-4	0	0	-6
CC(=O)N1CCN(C(=O)c2ccc3c(c2)OCCO3)CC1	-4	2	-3	1	1.3	-13	3	-2	-6
COc1cc(/C=C(\C#N)c2ccccn2)ccc1OCc1ccccc1Cl	1	-2	-7	-10	0.4	-1	1	-5	-6
COCCn1c(=O)c2c(nc3n2CC(C)CN3CCc2ccccc2)n(C)c1=O (stereo not drawn)	-16	4	-11	-27	1.4	-10	11	-3	-2
COC(=O)c1ccc(OCC(=O)c2ccccc2OC)cc1	5	0	-2	-32	0.9	-3	-8	-4	8
O=S(=O)([N-]c1nc2ccccc2nc1-n1cc[n+](Cc2ccccc2)c1)c1ccc(Br)cc1	-1	1	-6	-17	0.2	4	-4	-6	-10
COc1cc(OC)c(OC)cc1/C=N/Nc1nc2ccccc2[nH]1	-5	1	3	-12	0.1	8	4	-4	-7
CCOC(=O)C1=C(C)NC2=C(C(=O)CC(c3ccc(OC)c(OC)c3)C2)C1c1ccc(C)o1 (stereo not drawn)	-6	4	-13	-15	2.5	-1	2	-1	3
Cn1c(=O)n(CC(=O)Nc2ccccc2)c2ccccc21	-15	1	-13	6	0.2	3	10	-2	4
CC1(C(=O)NS(=O)(=O)C2CC2)CCCN(C(=O)c2ccccc2C(F)(F)F)C1 (stereo not drawn)	-16	0	x	x	-0.2	-6	14	0	-4
Cc1ccc(S(=O)(=O)N(C)C)cc1NC(=O)CSc1ncn[nH]1	11	1	2	-7	0.4	4	-1	-2	-11
CC(C)(C)c1ccc(C(=O)NCCN2CCCC2)cc1	0	3	-10	-6	2.5	-23	5	-8	-4
CCN(CC(=O)Nc1ccccc1OC)C(=O)CC1CCCC1	5	0	-1	-14	0.1	-11	-2	-4	10
C=CCn1c(=O)c(C(=O)Nc2ccccc2O)c(O)c2ccccc21	-5	0	-10	-7	-0.1	-4	3	-1	4
Cc1ccccc1OCCn1cc(C(=S)N2CCCC2)c2ccccc21	-6	1	-8	-7	0.2	-8	4	-2	-7
COc1ccc(CNC(=O)c2ccccc2NS(C)(=O)=O)cc1	5	1	-20	-7	0.2	6	0	-7	3
Nc1nc(N2CCCCC2)c(C=O)c(N2CCCCC2)n1	4	1	-17	8	0.8	-5	3	6	-15
Cc1cc(C)c(OCCCCn2cnc3ccccc3c2=O)c(C)c1	-4	1	-5	-23	0.0	-43	2	-1	4
CC1CC(C)CN(CC(=O)Nc2ccc(S(N)(=O)=O)cc2)C1 (stereo not drawn)	-6	0	-8	-7	0.4	-9	-2	-5	-5
CCOC(=O)c1nc(NCc2ccccc2)sc1C	-3	-1	-5	-3	1.3	-8	8	-3	-4
CC(C)CCNC(=O)C(c1ccc(O)cc1)N(C(=O)C1COc2ccccc2O1)c1cccc(O)c1 (stereo not drawn)	14	13	-8	-10	4.2	2	-8	-7	11

Following part:
SMILES	M1 antag	CHRM4 agonist	OXTR potentiator	CHO parental Ca	CHO-K1 Ca ag	CHO-K1 Ca antag	M1 PAM	CHRM1 agonist	CHRM4 antagonist
COc1ccc(NC(=O)c2c(SC)nsc2SC)cc1	-4	0	0	14	-0.1	-5	2	-5	4
O=C(NCCc1ccccc1)c1ccc(=O)oc1	-12	2	-21	0	0.1	14	-1	-1	1
CCOC(=O)c1nccnc1C(=O)Nc1cccc(C(F)(F)F)c1	-21	2	-2	7	0.4	-6	12	-7	4
COC(=O)c1cccc(NC(=O)CN2C(=O)c3ccccc3C2=O)c1	-4	1	-9	-7	0.3	13	15	2	7
O=C(N/N=C/c1ccco1)c1cc(-c2cccs2)[nH]n1	-5	0	-7	0	0.5	-8	4	-4	5
CCn1c(=O)n(CC)c2cc(N3CCCC3)c(NC(=O)c3ccc(F)cc3)cc21	-14	1	-13	-18	-0.7	3	7	-6	-6
COc1ccc(NS(=O)(=O)c2cccc(C(=O)N/N=C/c3c(F)c(F)c(F)c(F)c3F)c2)cc1	20	1	x	x	-0.3	-1	-9	-3	4
COc1ccc(NC(=O)CCC2CCCCC2)cc1S(=O)(=O)N1CCCCC1	24	10	-9	-22	7.3	4	-12	-5	9
COc1ccc(C(=O)C[n+]2cc(Br)cc3ccccc32)cc1[N+](=O)[O-]	-1	1	-8	-16	0.4	5	-5	-10	7
COCCNC(=O)Cc1c(C)c2cc3c(cc2oc1=O)OC(C)(C)CC3	-15	2	x	x	1.8	-8	12	-4	-1
CCOc1ccc(C(=O)CCN2CCCCC2)cc1	-11	1	1	-13	0.2	-7	6	-4	9
COc1ccc(OC)c(NC(=O)C2CCN(S(C)(=O)=O)CC2)c1	-15	0	-4	3	0.7	-23	1	-1	-2
CCC(C)NC(=S)Nc1ccc2nc(N3CCN(CC)CC3)cc(C)c2c1 (stereo not drawn)	5	1	-1	-11	0.6	-10	-2	-8	5
Cc1cc(N2CCCC2=O)ccc1S(=O)(=O)NC1CCCCC1	5	7	-12	-4	8.9	-10	-4	-1	5
N#Cc1ccc(S(=O)(=O)N2CCCCC2c2cc(C(=O)Nc3cccc4c3CCCC4)no2)cc1 (stereo not drawn)	-13	1	x	x	0.1	-5	4	-1	-16
COc1ccccc1CNC(=O)CCNS(=O)(=O)c1cc(Br)cnc1N	9	4	8	-11	1.8	-18	-1	-3	4
Cc1cccc(NC(=O)C2CC(O)CN2C(=O)Oc2ccccc2)c1 (stereo not drawn)	-6	1	-3	9	1.2	-10	3	-3	-2
COc1ccccc1C1CCN(C(=O)c2ccc(Cl)cc2)CC1	-13	-1	-3	-12	-0.9	-8	9	-3	-6
Nc1nnnn1-c1cccc([N+](=O)[O-])c1	-8	0	x	x	1.9	-3	6	0	-13
CC1=CS(=O)(=O)CC1Sc1nc2ccccc2[nH]1 (stereo not drawn)	-7	0	-9	-4	1.3	-7	14	-5	2
Cc1ccc([N+](=O)[O-])cc1N/C=C1\CCc2ccccc2C1=O	6	0	-11	-10	0.2	-17	0	-2	3
COc1ccc(CCNC(=O)CSc2ccc(Br)cc2)cc1OC	-1	2	-4	-6	0.3	0	4	-4	-3
Cc1ccc(/C=N/NC(=O)C(O)c2ccccc2)o1 (stereo not drawn)	-13	1	-9	-7	1.0	-4	8	-1	-13
COC(=O)c1ccc(C(=O)N2CCCC(C)(C(=O)NS(=O)(=O)C3CC3)C2)cc1 (stereo not drawn)	-19	1	x	x	-0.1	-2	15	-3	0
CC(C)c1ccc(NC(=O)Cn2nnc(C(=O)NCc3ccco3)c2N)cc1	-15	2	-9	-9	1.0	-9	11	0	-6

Additional structures follow.
SMILES	M1 antag	CHRM4 agonist	OXTR potentiator	CHO parental Ca	CHO-K1 Ca ag	CHO-K1 Ca antag	M1 PAM	CHRM1 agonist	CHRM4 antagonist
COc1cc(CNc2ccc(N3CCCC3)cc2)ccc1OCc1ccccc1	-14	2	-4	-7	0.2	-6	5	-7	-5
Cc1cc(C(=O)NN)c2cc(Br)ccc2n1	-3	0	-3	-10	0.2	-3	-4	-7	-2
Cc1ccc(Nc2nnc(SCC(=O)N(C)C3CCS(=O)(=O)C3)s2)cc1 (stereo not drawn)	-16	1	-6	-15	0.5	-13	17	-2	-7
CCOc1ccc(-c2cc(CCCC(=O)NCCc3ccc(OC)c(OC)c3OC)no2)cc1	10	4	-13	-21	6.0	-17	-6	-3	-7
CN(C)S(=O)(=O)c1ccc(NC(=O)CN2CCOCC2)cc1	2	1	-1	-4	1.1	-4	1	-2	-3
c1ccc(-c2cc(-c3nn4c(-c5ccco5)nnc4s3)c3ccccc3n2)cc1	3	0	-2	-33	0.3	-18	3	0	-1
Cn1c(SCC(=O)NC2CCCC2)nnc1-c1cccs1	1	1	1	-11	-0.1	0	-3	-5	-20
Cn1c(SCC(=O)NCCc2ccccc2)ncc(C(=O)Nc2ccccc2)c1=O	3	1	2	-11	5.5	10	4	-1	6
COC(C/C=C/[C@H](O)COCc1ccccc1)OC	13	2	x	x	-0.3	-13	-5	0	-15
Cc1ccccc1OCC(=O)OC(C)C(=O)NC1CCCC1 (stereo not drawn)	4	0	1	-10	-0.4	-4	-1	-3	8
O=C(O)CC1Sc2nnc(COc3ccc(Cl)cc3)n2N=C1c1ccccc1 (stereo not drawn)	-1	0	-1	2	0.1	-11	1	-5	6
CN(CC(=O)Nc1ccc(Cl)c(C(F)(F)F)c1)C(=O)c1cc(=O)c2ccccc2o1	-10	5	-14	-7	2.2	-7	10	3	2
Cn1c(CN2CCCC2)nc2cc(NS(=O)(=O)c3ccccc3)ccc21	3	2	3	-6	1.4	7	-2	-8	2
CC1CCc2cc(F)ccc2N1C(=O)C12CCC(C)(C(=O)O1)C2(C)C (stereo not drawn)	-3	0	4	-14	0.2	-11	3	-13	4
CCC(=O)Oc1ccc2c(C)c(Cl)c(=O)oc2c1	-3	0	-4	-5	-0.1	-2	3	-5	-2
CC(C)(C)N1C(=O)[C@H]2[C@@H](c3ccc(Br)cc3)N3C(=O)N(c4cccc(Cl)c4)C(=O)[C@@]3(C)[C@H]2C1=O	25	5	6	-19	2.5	-14	-5	-7	-8
O=C(CCCn1nnc2ccccc2c1=O)N[C@@H](Cc1ccccc1)C(=O)O	-3	1	-3	-3	1.3	-27	2	-1	7
CCC(=O)c1ccc(N2CCN(C(=O)COc3ccc(F)cc3)CC2)c(F)c1	16	21	-27	-5	7.7	-5	-10	1	3
CCn1nc(C)c(Br)c1-c1nc(-c2ccc(C)cc2)no1	7	0	0	-15	-0.3	8	0	-3	8
COc1ccc(CN(C)C(=O)c2ccccc2OCc2c(C)noc2C)cc1OC	-6	3	-3	-14	0.9	3	6	-1	4
COc1ccc(OC)c(CN2CCN(C(=O)c3cccc(S(=O)(=O)Nc4ccc(C)cc4)c3)CC2)c1	0	8	-3	-35	0.9	6	-3	0	-11
Cc1cc(C)c(C(=O)Nc2ccccc2)c(CC(C)(C)C(=O)O)c1	-6	0	-10	-1	-0.2	3	7	-3	4

Profiles, quoted from the list:
O=C(N/N=C/c1ccco1)c1cc(-c2cccs2)[nH]n1 is listed with M1 antag: -5; CHRM4 agonist: 0; OXTR potentiator: -7; CHO parental Ca: 0; CHO-K1 Ca ag: 0.5; CHO-K1 Ca antag: -8; M1 PAM: 4; CHRM1 agonist: -4; CHRM4 antagonist: 5
N#Cc1ccc(S(=O)(=O)N2CCCCC2c2cc(C(=O)Nc3cccc4c3CCCC4)no2)cc1 (stereo not drawn) is listed with M1 antag: -13; CHRM4 agonist: 1; OXTR potentiator: x; CHO parental Ca: x; CHO-K1 Ca ag: 0.1; CHO-K1 Ca antag: -5; M1 PAM: 4; CHRM1 agonist: -1; CHRM4 antagonist: -16
